High-throughput results from PubChem.
ARNT-TACC3 inh: disruptors of human ARNT/TACC3 interaction | AlphaScreen His-ARNT PAS-B/GST-TACC3 binding, luminescence; TACC3 fragment carries E629A point mutation | inhibition, % at 9.99 µM | hit rate 0.66% among 390,000;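 active means mean inhibition of replicates at least 50% and at least half of replicates each reaching 50%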;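 further: 0% = complete ARNT plus TACC3 wells and 100% = ARNT alone without TACC3; many hits fall short of the cut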
An asterisk follows results filed as active; & = joins results of further samples. Some of the compounds tested (hit frequency here may not be typical).

CC1(C)CC(=O)C=C(Nc2ccc3c(c2)OCCO3)C1 was read as ARNT-TACC3 inh -2.
Screening O=c1c(Cl)c(N/N=C/c2ccc(Br)cc2)cnn1-c1ccccc1 returned ARNT-TACC3 inh 5.
For COc1cc2c(cc1NC(=O)c1cc(-c3ccncc3)nc3ccc(C)cc13)oc1ccccc12 the results were ARNT-TACC3 inh -10.
O=C(c1ccccc1)c1ccncc1 was read as ARNT-TACC3 inh -3.
CCNC(=O)c1ccc(NS(=O)(=O)c2ccccc2)cc1 was read as ARNT-TACC3 inh -2.
`Cc1ccc(-c2nn(CC(=O)Nc3cccnc3)c(=O)c3ccccc23)cc1` gave ARNT-TACC3 inh -5.
`Cc1ccc2c(c1)N(CCC(=O)NC1CC1)C(=O)C(C)O2` (stereo not drawn) gave ARNT-TACC3 inh -4.
O=C(CCCn1c(=S)[nH]c2cc3c(cc2c1=O)OCO3)N1CCN(c2ccc(F)cc2)CC1 was read as ARNT-TACC3 inh 0.
Screening O=C(Nc1ccccc1)N(CCc1nc2ccccc2[nH]1)C1CCCC1 returned ARNT-TACC3 inh 0.
`CC1CC(=O)c2cnc(NCC3CCCO3)nc2C1` (stereo not drawn) gave ARNT-TACC3 inh -8.
For COC(=O)c1ccc(CSc2nc3sc4c(c3c(=O)n2C)CCCC4)o1 the results were ARNT-TACC3 inh -6.
Screening O=C(O)c1ccc(CN2C(=O)CSC2=S)cc1 returned ARNT-TACC3 inh 1.

Structures from the list above that contain two or more sulfur atoms, in the order listed:
For COC(=O)c1ccc(CSc2nc3sc4c(c3c(=O)n2C)CCCC4)o1 the results were ARNT-TACC3 inh -6.
Screening O=C(O)c1ccc(CN2C(=O)CSC2=S)cc1 returned ARNT-TACC3 inh 1.

The listing picks up, repeating the 3 entries before the break.
`CC1CC(=O)c2cnc(NCC3CCCO3)nc2C1` (stereo not drawn) gave ARNT-TACC3 inh -8.
For COC(=O)c1ccc(CSc2nc3sc4c(c3c(=O)n2C)CCCC4)o1 the results were ARNT-TACC3 inh -6.
Screening O=C(O)c1ccc(CN2C(=O)CSC2=S)cc1 returned ARNT-TACC3 inh 1.
Cc1ccc(-c2nc(=S)c3c(n2Cc2ccco2)CCCC3)cc1 was read as ARNT-TACC3 inh -74.
`Cc1ccc(CNC(=O)C2CC(=O)N(c3ccc(OCC(=O)N4CCCC4)cc3)C2)cc1` (stereo not drawn) gave ARNT-TACC3 inh 2.
CCCCOC(=O)CNc1n[nH]c(=S)[nH]c1=O was read as ARNT-TACC3 inh 2.
Screening COc1cc(NC(=O)CSc2ncccc2C(=O)OC(C)C)cc(OC)c1 returned ARNT-TACC3 inh -3.
For COc1ccc(-c2ccc(-c3nnn(CC(C)=O)n3)cc2)cc1 the results were ARNT-TACC3 inh -7.
`CCC(C)Sc1nc2ccccc2c(=O)[nH]1` (stereo not drawn) gave ARNT-TACC3 inh -8.
`O=C(Nc1ccc2c(c1)C(=O)N(c1ccccc1)C2=O)C1CCCO1` (stereo not drawn) gave ARNT-TACC3 inh 1.
CC12CCC(C(=O)N3CCCCCC3)(OC1=O)C2(C)C (stereo not drawn) was read as ARNT-TACC3 inh -4.
Screening COC(=O)CCCC1=CC2=CC(=O)C(C)(OC(=O)C3CCCC3)C(=O)C2=CO1 (stereo not drawn) returned ARNT-TACC3 inh -4.
`Cc1sc(=NC(=O)c2ccco2)n(C)c1-c1ccc(Cl)cc1` gave ARNT-TACC3 inh -8.
Screening CC(C)c1ccc(NC(=O)c2cnn(-c3ccccc3)c2NC(=O)c2ccco2)cc1 returned ARNT-TACC3 inh -12.
COc1ccc2[nH]cc(C(=O)CN(C)CCc3ccc(OC)c(OC)c3)c2c1 was read as ARNT-TACC3 inh 15.

3 entries already listed, arranged by molecular weight, lowest first:
CCCCOC(=O)CNc1n[nH]c(=S)[nH]c1=O was read as ARNT-TACC3 inh 2.
`Cc1ccc(CNC(=O)C2CC(=O)N(c3ccc(OCC(=O)N4CCCC4)cc3)C2)cc1` (stereo not drawn) gave ARNT-TACC3 inh 2.
For COc1cc2c(cc1NC(=O)c1cc(-c3ccncc3)nc3ccc(C)cc13)oc1ccccc12 the results were ARNT-TACC3 inh -10.

Next structures.
Screening O=C(O)c1cccc(NC(=O)c2cccc(S(=O)(=O)N3CCCCC3)c2)c1 returned ARNT-TACC3 inh -2.
Screening C=CCn1c(SCC(=O)NC2CCCCC2)nnc1-c1sc(N)nc1C returned ARNT-TACC3 inh 2.
For CCNC(=S)NNC(=O)c1cc(C2CC2)nc2ccccc12 the results were ARNT-TACC3 inh -1.
`CCOc1ccc(-c2nc(CSCC(=O)NC3CCCc4ccccc43)c(C)o2)cc1` (stereo not drawn) gave ARNT-TACC3 inh -2.
`CCCNc1c(NS(=O)(=O)c2ccc3c(c2)CCCC3)c(=O)oc2ccccc12` gave ARNT-TACC3 inh -2.
For CCCc1cc(NCCCN2CCOCC2)n2c(nc3ccccc32)c1C#N the results were ARNT-TACC3 inh -10.
For Cc1c(C(=O)Nc2ccc(C(=O)O)cc2)cnn1C the results were ARNT-TACC3 inh -3.
`Cc1c(N2C(=O)CS/C2=N\N=C\c2ccc(Br)cc2)c(=O)n(-c2ccccc2)n1C` gave ARNT-TACC3 inh 8.
Screening NS(=O)(=O)c1cccnc1Nc1c(Cl)cccc1Cl returned ARNT-TACC3 inh -4.
For Cc1nn(Cc2ccc(Br)cc2)c(C)c1NC(=O)c1nn(C)cc1Cl the results were ARNT-TACC3 inh -4.
For CC(Sc1nnc(C2CCCCC2)n1N)C(=O)NCc1ccc2c(c1)OCO2 (stereo not drawn) the results were ARNT-TACC3 inh -10.
Screening COc1cccc(NC(=O)C(OC(=O)/C=C/c2ccc3c(c2)OCO3)c2ccccc2)c1 (stereo not drawn) returned ARNT-TACC3 inh 0.
`CN(C)S(=O)(=O)c1ccc(S(=O)(=O)N(CC(=O)Nc2ccccc2)Cc2ccco2)cc1` gave ARNT-TACC3 inh -13.
For COc1cccc(NC(=O)c2ccnc(N3CCC(C(=O)NCc4cc(OC)ccc4OC)CC3)c2)c1 the results were ARNT-TACC3 inh -6.
`COC(=O)COc1ccc2c(-c3cccc([N+](=O)[O-])c3)cc(=O)oc2c1` gave ARNT-TACC3 inh 2.
`CN1C(=O)c2cccc3c(Cl)ccc(c23)C1=O` gave ARNT-TACC3 inh -25.
O=C(O)c1cc2c(s1)CCCC2 was read as ARNT-TACC3 inh -2.
CCC(=O)Nc1ccc(C(=O)Nc2ccc3c(c2)OCO3)cc1 was read as ARNT-TACC3 inh 2.
Screening O=C(c1ccccc1)[C@H]1CC=CC[C@H]1C(=O)O returned ARNT-TACC3 inh -10.
CCN(CC)CC(=O)NCC1(c2ccccc2)CCOCC1 was read as ARNT-TACC3 inh -6.
NC(=O)c1noc(C(=O)N(CC(=O)NC2CCCC2)Cc2ccc3c(c2)OCO3)c1N was read as ARNT-TACC3 inh -13.
Screening CCOc1ncccc1C(=O)NCc1ccc(OC)cc1 returned ARNT-TACC3 inh -9.
CCc1ccc(C(=O)COC(=O)CNC(=O)CNC(=O)Cc2ccccc2)cc1 was read as ARNT-TACC3 inh -6.
Screening CC(C)c1nc(N2CCN(C(=O)c3ccco3)CC2)c2c3c(sc2n1)CCCC3 returned ARNT-TACC3 inh -2.
For O=C(NC1CCCC1)C(c1ccccc1)N(C(=O)c1ccno1)c1ccccc1 (stereo not drawn) the results were ARNT-TACC3 inh 1.
N#C/C(=C\c1cc([N+](=O)[O-])c(N2CCCCC2)cc1N1CCCCC1)c1nn(-c2ccccc2)c(N)c1C#N was read as ARNT-TACC3 inh 1.
N#Cc1nc(COc2ccccc2Cl)oc1NCc1ccco1 was read as ARNT-TACC3 inh -2.
For O=C1N/C(=C/c2ccc(N3CCOCC3)cc2)C(=O)N1Cc1ccc(F)cc1 the results were ARNT-TACC3 inh 0.
For COc1ccc2[nH]c3c(NCCN4CCCCC4)ncnc3c2c1 the results were ARNT-TACC3 inh 8.
For COc1ccc(CN(C(=O)CN2C(=O)COc3ccccc32)C2CCCC2)c(OC)c1 the results were ARNT-TACC3 inh -25.
`CC1(C)c2ccccc2N2CC(=O)NC21/C=C/c1ccco1` (stereo not drawn) gave ARNT-TACC3 inh 5&-23.
Cc1cccc(C2=NN(c3ccc(Br)cc3)[C@@H](C(=O)N3CCOC3=O)[C@@H]2c2ccccc2)c1 was read as ARNT-TACC3 inh -17.
`CCc1ccc(CN/C=C/C(=O)c2ccc(Br)cc2)cc1` gave ARNT-TACC3 inh -5.
Screening CC(=O)Nc1ccccc1C(=O)C(=O)Nc1ccc(F)cc1 returned ARNT-TACC3 inh -13.
Cc1cc(SCC(=O)N/N=C/c2ccc(O)c(O)c2)c(C)cc1Br was read as ARNT-TACC3 inh -6.
`C=CCn1c(C)cc(C(=O)COc2nncc3ccccc23)c1C` gave ARNT-TACC3 inh 1.
`Cc1ccccc1NC(=O)c1cccc2nccnc12` gave ARNT-TACC3 inh 2.
`CSc1nsc(SCCN2C(=O)c3ccccc3C2=O)n1` gave ARNT-TACC3 inh 0.
`COc1ccc(Nc2nnc(-c3ccc(N4CCOCC4)c([N+](=O)[O-])c3)c3ccccc23)cc1` gave ARNT-TACC3 inh 0.
Screening O=C1NC(=O)C2(COC3(CCCC3)OC2)S1 returned ARNT-TACC3 inh -13.
c1ccc(CSc2nnnn2-c2ccccc2)cc1 was read as ARNT-TACC3 inh -6.
For COc1ccc(Cn2nnnc2C(c2cccs2)N2CCSCC2)cc1 (stereo not drawn) the results were ARNT-TACC3 inh 2.
For COc1nc(C#N)nc(N(C)C)n1 the results were ARNT-TACC3 inh 1.
`O=[N+]([O-])c1cc(Cl)cc(/C=N\Nc2ccccn2)c1O` gave ARNT-TACC3 inh 56*.
For c1ccc(-n2c(SCC3CCCCO3)nnc2-c2cccs2)cc1 (stereo not drawn) the results were ARNT-TACC3 inh 3.
CCN(C(=O)COC(=O)C(Cc1ccccc1)N1C(=O)c2ccccc2C1=O)C1CCS(=O)(=O)C1 (stereo not drawn) was read as ARNT-TACC3 inh 2.
Cn1c2c(c(=O)n(C)c1=O)C(c1ccc(O)cc1)Nc1ccccc1O2 (stereo not drawn) was read as ARNT-TACC3 inh 17.
For Cc1ccc(Sc2ccc(C(=O)NC(C)C)cc2[N+](=O)[O-])cc1 the results were ARNT-TACC3 inh -6.
`CC1CCN(c2ccc(-c3ccc(NC(=O)C(F)(F)F)cc3)nn2)CC1` gave ARNT-TACC3 inh -8.
CC(=O)c1cc(NC(=O)c2ccc(C)cc2)c(=O)oc1/C=C/N(C)C was read as ARNT-TACC3 inh -1.
`COc1cc(-c2noc(-c3ccccc3C(=O)NCc3ccco3)n2)cc(OC)c1OC` gave ARNT-TACC3 inh -11.
`O=C(OCc1csc(-c2ccccc2)n1)c1cccs1` gave ARNT-TACC3 inh -12.
Screening CCC1CCCCN1CCNC(=O)CNS(=O)(=O)c1ccc2nc(C)sc2c1 (stereo not drawn) returned ARNT-TACC3 inh 6.
`COc1cccc(NC(=O)CNC(C)CCC(C)C)c1` (stereo not drawn) gave ARNT-TACC3 inh 20.
CN(C)S(=O)(=O)c1ccc(C(=O)OCC(=O)Nc2ccccc2OC(F)F)cc1 was read as ARNT-TACC3 inh -36.
`COc1ccc(C2(CCN)CC(C)N(C)CC2C)cc1` (stereo not drawn) gave ARNT-TACC3 inh -5.
For COC(=O)c1ccc(NC(=O)CC2C(=O)N(c3ccc(C)cc3)C(=O)N2CC(C)C)cc1 (stereo not drawn) the results were ARNT-TACC3 inh -5.
`CCOC(=O)c1cnc(SCC(=O)c2ccc(C)cc2)nc1N` gave ARNT-TACC3 inh -9.
For CCCCOc1cccc(-c2cc(C(=O)NNC(=S)NCC)c3ccccc3n2)c1 the results were ARNT-TACC3 inh 16.
`COc1cccc(OCC(=O)NNC(=O)c2cccs2)c1` gave ARNT-TACC3 inh -8.
`C=CCn1c(/N=C/c2ccc(N(C)C)cc2)nc2ccccc21` gave ARNT-TACC3 inh 9.
Screening O=c1ccc(S(=O)(=O)N2CCC(Cc3ccccc3)CC2)c[nH]1 returned ARNT-TACC3 inh 0.
`C=CCN1C(=O)C2(C(C(=O)c3ccc(C)o3)=C(O)C(=O)N2CCCN2CCOCC2)c2ccccc21` (stereo not drawn) gave ARNT-TACC3 inh -2.
Screening Cc1cc(NC(=O)CSc2nc(-c3ccccc3)cs2)no1 returned ARNT-TACC3 inh -6.
CCCCn1c(N)nc2ccccc21 was read as ARNT-TACC3 inh -6.
Screening CN(C(=O)Cc1ccccc1)n1cnnc1 returned ARNT-TACC3 inh -3.
Screening COC(=O)c1ccccc1NC(=O)C1CCCN(S(=O)(=O)c2ccc(OC)cc2)C1 (stereo not drawn) returned ARNT-TACC3 inh 1.
For CN1C(=O)CC(N2CCN(C(=O)c3ccccc3)CC2)C1=O (stereo not drawn) the results were ARNT-TACC3 inh -3.
COc1ccc(O)c(C(=O)c2cnc3onc(C)c3c2)c1 was read as ARNT-TACC3 inh -1.
CN(C)C(=O)CSc1nc(SCC(=O)N(C)C)n(-c2ccccc2)n1 was read as ARNT-TACC3 inh -1.
For Cc1ccc(C(=O)CCC2CCCC2=O)cc1 (stereo not drawn) the results were ARNT-TACC3 inh 4.
`CCCC(=O)Nc1ccc2c(c1)nc(CN1CCCC1)n2C` gave ARNT-TACC3 inh 2.
Screening CCOc1cc(CN2CCN(C(=O)CC(C)C)CC2)ccc1OC returned ARNT-TACC3 inh 3.
c1ccc2cc(-c3csnn3)ccc2c1 was read as ARNT-TACC3 inh -3.
For CC(=O)N1CCc2cc(S(=O)(=O)NC(CC(C)C)C(=O)Nc3cc(C)ccn3)ccc21 (stereo not drawn) the results were ARNT-TACC3 inh -1.
